High-throughput results (PubChem)
procasp7 counter = counter-screen for procaspase-3 activators: activators of human procaspase-7 | activation, % at 8.5 µM | recombinant procaspase-7, Ac-DEVD-pNA absorbance 405 nm; D23A/D198A/D206A triple mutant, cannot self-cleave; scale: DMSO 0, 5 µM enzyme 100 | hit rate 0.093% among 330,000;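 active = percent activation above the screen-wide mean plus 3 SD, cut at about 25% in these data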
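Replicates: singlicate. Assay system: Procaspase-7 triple mutant (PC-7 D3A). Signal: 405 nm absorbance of p-nitroaniline. Times: 1 h preincubation, 2 h reaction. Buffer or medium: Zinc-free HEPES pH 7.4 with 300 mM NaCl, 0.01% Triton X-100. Also added: DEVD-pNA substrate. Benchmarks: DMSO wells as 0%, DMSO with 5 µM added PC-7 as 100%.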
LAP4-GFP MLPCN = alters LAP4-GFP fluorescence in TOR pathway yeast screen; S. cerevisiae LAP4-GFP multiplex, flow cytometry GFP, 3 h; median GFP as percent of DMSO wells; GFP response vs DMSO, % at 10 µM; hit rate 0.34% among 320,000;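 active = GFP response vs DMSO above a set limit, about the screen mean plus 3 SD, cut at about 150% in these data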
CIT2 TOR yeast = yeast TOR pathway CIT2-GFP modulation; S. cerevisiae CIT2-GFP strain, flow cytometry, 3 h; 100 means same as DMSO wells; GFP response vs DMSO, % at 10 µM; hit rate 0.065% among 320,000; AID 2029;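 active = GFP response relative to DMSO above a set limit, near the screen mean plus 3 SD, cut at about 150% in these data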;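 also: ratio of well median GFP fluorescence to mean of DMSO wells on the plate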
RPL19A-GFP yeast = modulators of TOR pathway RPL19A-GFP in S. cerevisiae | hit rate 0.3% among 330,000 | percent response vs DMSO, % at 10 µM | S. cerevisiae RPL19A-GFP strain, flow cytometry, 3 h; hits give low values;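 active = percent response vs DMSO below 50%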;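 also: median channel GFP fluorescence of the barcoded RPL19A-GFP strain; ratio of sample median GFP to plate DMSO average so 100% = DMSO; lower means less RPL19A-GFP as with rapamycin TOR inhibition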
AGP1-GFP MLPCN = yeast TOR pathway AGP1-GFP modulation; GFP response vs DMSO, % at 10 µM; hit rate 0.02% among 320,000; S. cerevisiae AGP1-GFP multiplex flow cytometry, 3 h; GFP as percent of DMSO wells;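 active = GFP response relative to DMSO above a set limit, near screen average plus 3 SD, cut at about 150% in these data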;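 also: median GFP channel fluorescence of the gated AGP1 strain per well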
proCasp3 act = procaspase-3 (human) activation; AID 463141; activation, % at 8.5 µM; recombinant procaspase-3 D3A, Ac-DEVD-pNA absorbance 405 nm; hit rate 0.11% among 330,000;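 active = activation above the mean of all tested compounds plus 3 SD, cut at about 21% in these data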;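 also: 0% = DMSO alone and 100% = DMSO wells spiked with extra 5 µM PC-3 D3A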
Target sequence (P42574 whole entry D9A/D28A/D175A): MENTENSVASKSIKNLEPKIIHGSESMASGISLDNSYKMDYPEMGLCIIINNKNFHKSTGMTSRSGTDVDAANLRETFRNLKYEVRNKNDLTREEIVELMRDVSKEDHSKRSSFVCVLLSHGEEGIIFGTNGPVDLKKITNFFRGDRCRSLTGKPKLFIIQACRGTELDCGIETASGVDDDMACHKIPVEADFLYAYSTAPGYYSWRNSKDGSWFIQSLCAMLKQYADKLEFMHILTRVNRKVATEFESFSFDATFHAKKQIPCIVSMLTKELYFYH
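Technique: 405 nm absorbance of p-nitroaniline, reads at 0 and 120 min; Test system: Procaspase-3 D3A mutant; Incubation: 1 h enzyme-compound preincubation, then 2 h substrate reaction, 25 °C; Repeats: singlicate, each compound tested once; Benchmarks: low control DMSO wells, high control DMSO plus 5 µM PC-3 D3A.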
MEP2 TOR yeast = yeast TOR pathway MEP2-GFP modulation. S. cerevisiae MEP2-GFP strain, flow cytometry GFP, 3 h; 100% = DMSO control level. GFP response vs DMSO, % at 10 µM. hit rate 0.51% among 330,000. AID 2016;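 active = GFP response versus DMSO above a set limit, roughly screen mean plus 3 SD, cut at about 180% in these data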;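 also: median GFP fluorescence of the barcode-gated MEP2-GFP cells per well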
AHR act = activators of human aryl hydrocarbon receptor. P35869. AHR-responsive luciferase reporter cells, luminescence. activation, % at 5 µM. hit rate 2.5% among 320,000. AID 2796; in the data active = activation above about 47%;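 also: 0% = vehicle wells and 100% = reference agonist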
Target sequence (P35869 whole entry, looked up): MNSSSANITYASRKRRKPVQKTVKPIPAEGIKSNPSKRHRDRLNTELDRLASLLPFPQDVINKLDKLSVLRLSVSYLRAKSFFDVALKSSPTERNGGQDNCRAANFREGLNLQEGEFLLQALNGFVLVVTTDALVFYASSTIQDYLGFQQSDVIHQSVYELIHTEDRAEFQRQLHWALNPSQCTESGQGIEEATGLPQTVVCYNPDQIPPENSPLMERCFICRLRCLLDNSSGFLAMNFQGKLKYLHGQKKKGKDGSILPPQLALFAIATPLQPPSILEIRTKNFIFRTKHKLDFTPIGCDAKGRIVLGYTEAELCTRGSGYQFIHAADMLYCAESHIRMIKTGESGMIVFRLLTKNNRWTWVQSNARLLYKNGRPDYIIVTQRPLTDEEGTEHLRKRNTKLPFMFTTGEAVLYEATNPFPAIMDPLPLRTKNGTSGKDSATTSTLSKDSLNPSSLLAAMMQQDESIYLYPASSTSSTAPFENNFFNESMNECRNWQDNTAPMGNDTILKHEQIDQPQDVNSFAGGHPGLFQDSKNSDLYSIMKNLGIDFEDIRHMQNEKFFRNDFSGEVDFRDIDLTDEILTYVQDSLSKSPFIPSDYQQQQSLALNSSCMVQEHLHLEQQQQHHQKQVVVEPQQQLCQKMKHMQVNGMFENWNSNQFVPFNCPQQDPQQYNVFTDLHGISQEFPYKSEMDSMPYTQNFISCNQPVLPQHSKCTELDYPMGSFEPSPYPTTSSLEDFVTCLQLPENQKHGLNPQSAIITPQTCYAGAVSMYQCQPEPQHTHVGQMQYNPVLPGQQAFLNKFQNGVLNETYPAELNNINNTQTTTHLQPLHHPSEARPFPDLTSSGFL
* = called active by the depositor; · = not tested or not shown. Hits appear at their usual frequency (roughly 3.5% active in at least one column).

entry	Compound	CIT2 TOR yeast	procasp7 counter	RPL19A-GFP yeast	AHR act	proCasp3 act	LAP4-GFP MLPCN	AGP1-GFP MLPCN	MEP2 TOR yeast
1	Cc1ccc(C)c(N2CCN(C(=O)CCCOc3cc(=O)n(C)c4ccccc34)CC2)c1	105	8	104	5	-8	107	101	110
2	COc1cccc(C(=O)COc2cccc(NC(=O)c3cccc([N+](=O)[O-])c3)c2)c1	100	2	101	4	-1	104	100	109
3	CNc1oc(-c2ccc(OCc3ccccc3)cc2)nc1C#N	105	-8	85	-4	1	101	102	100
4	O=C(CSc1nc2ccccc2c(=O)n1-c1ccc(F)cc1)NCc1ccco1	105	0	104	1	6	108	111	113
5	Cc1nn(C)cc1/C=N/NC(=O)Cn1nnc(N)n1	98	8	100	0	0	102	97	98
6	Cc1ccc(C(=O)N2CCOCC2)c(F)c1F	75	3	104	5	15	87	87	105
7	CCOC(=S)SCC(=O)Nc1nc(C)c(C)s1	105	-10	99	8	-10	104	99	107
8	N#Cc1ccc(CN2CCN(C(=O)CNS(=O)(=O)c3ccc4c(c3)OCCCO4)CC2)cc1	83	-6	93	-1	5	87	87	89
9	O=[N+]([O-])c1cccc(-c2nnc(-c3ccc4c(c3)OCO4)o2)c1	101	-15	102	0	-7	99	92	104
10	COc1ccc(Cn2nc(C)n(N(C)c3ncc(C(F)(F)F)cc3Cl)c2=O)cc1	91	-1	95	1	7	101	102	99
11	Cc1ccc(NC(=S)NC(NC(=O)c2ccccc2)C(Cl)(Cl)Cl)c(C)c1 (stereo not drawn)	94	1	99	6	-3	97	99	107
12	CCN(C(=O)COC(=O)CNC(=O)c1ccc(Cl)cc1Cl)c1c(N)n(Cc2ccccc2)c(=O)[nH]c1=O	103	-4	99	-3	1	102	97	100
13	C=CCO/N=C(/C)c1c(O)c(CC)c(-c2ccccc2)n(-c2ccccc2)c1=O	97	4	102	3	6	101	99	99
14	Cc1ccc(C=Nc2ccccc2C(N)=O)s1	89	-4	95	55*	-3	98	91	100
15	COC(=O)CN1C(=O)[C@H]2[C@@H](C3CC3)N3C(=O)CN(Cc4ccccn4)C(=O)[C@@]3(Cc3ccccc3)[C@H]2C1=O	109	7	101	-1	-2	129	95	97
16	O=C(CSc1cccc[n+]1[O-])c1ccc(Cl)s1	106	2	112	2	2	108	103	109
17	COc1cc(C2/C(=C(\O)c3ccc4c(c3)CC(C)O4)C(=O)C(=O)N2c2nnc(C)s2)cc(OC)c1OC (stereo not drawn)	105	-41	98	4	0	97	104	103
18	COc1ccccc1N1CCN(C(=O)Cn2nnc(-c3ccncc3)n2)CC1	97	-1	91	-1	-3	95	94	94
19	CCCCC(=O)Nc1ccc2c(c1)nc1n2CCSC1	100	3	99	-8	-1	101	103	101
20	O=C(NCc1cccs1)c1nc2c(nnn2Cc2ccccc2Cl)c(=O)[nH]1	107	-5	105	-6	-1	94	106	102
21	O=C(CCC(=O)N1CCCC1)Nc1nnc(C(F)(F)F)s1	93	4	100	3	2	97	107	101
22	CCn1c(Cc2c(C)[nH]c3ccccc23)nnc1SCC(=O)NCc1ccco1	104	5	98	5	-5	99	105	101
23	Cc1cccc(Nc2nnc(SCc3cn4ccsc4n3)s2)c1	102	-6	99	0	3	97	100	100
24	CCOc1ccc(NC(=O)CSc2ncc(-c3ccc(F)cc3)n2Cc2ccco2)cc1	90	-12	101	4	1	93	95	103
25	O=C(c1ccc(F)cc1)N1CCCCC(Sc2nnc3ccccn23)C1=O (stereo not drawn)	105	7	102	7	7	106	109	105
26	O=C(Nc1ccc2c(c1)OCCO2)C1CCN(C(=O)c2ccc(F)cc2)CC1	86	-5	92	4	7	89	88	95
27	CSC1=NC(C)(C)C=C(/C=C/c2ccc(Cl)cc2Cl)N1	94	-4	93	3	2	104	96	98
28	COc1ccccc1-c1cc(C(=O)N/N=C/c2ccc(C)s2)c2ccccc2n1	99	6	102	44	1	102	103	108
29	NC1=NC(c2cn[nH]c2-c2ccc(F)cc2)n2c(nc3ccccc32)N1 (stereo not drawn)	120	0	99	5	0	105	108	120
30	CCOc1ccc(NC(=O)C(=O)NCCCn2ccnc2)cc1	86	8	97	4	1	94	92	102

Following part
entry	Compound	CIT2 TOR yeast	procasp7 counter	RPL19A-GFP yeast	AHR act	proCasp3 act	LAP4-GFP MLPCN	AGP1-GFP MLPCN	MEP2 TOR yeast
31	COC(=O)c1ccccc1NC(=O)C1(S(=O)(=O)c2ccc(Cl)cc2)CC1	93	-7	99	2	10	113	102	99
32	CCOc1ccccc1-n1c(SCC(=O)NCc2ccco2)nnc1-c1ccncc1	101	1	95	2	0	92	95	90
33	O=C(N/N=C/c1cccc([N+](=O)[O-])c1)c1ccccc1-n1cccc1	96	6	91	12	-1	91	92	86
34	COc1cc(NC(=O)c2sc3ncn(CC(=O)N4CCC(C)CC4)c(=O)c3c2C)cc(OC)c1OC	99	6	97	5	1	93	96	89
35	COc1ccc(C(=O)Nc2cnc3ccccn3c2=O)cc1	90	-3	98	2	0	101	98	99
36	Cc1cc(NC(=O)CCC(=O)N(c2ccccc2)C(C(=O)NC2CCCC2)c2ccccc2)no1 (stereo not drawn)	102	0	98	1	0	102	98	100
37	CC1(C)CC(=O)C2=C(C1)OC(=O)C2(NC(=O)c1cccs1)C(F)(F)F (stereo not drawn)	111	0	100	1	6	101	102	107
38	COc1ccc(N2CC(O)=C(c3nc(C)cs3)C2=N)cc1	102	4	96	45	4	101	99	101
39	O=C1Nc2ccc(S(=O)(=O)N3CCCC3)c3ccc(S(=O)(=O)N4CCCC4)c1c23	107	9	102	-2	1	81	99	107
40	CCC(Sc1nc(C)cc(=O)[nH]1)C(=O)Nc1nc2c(s1)CCCC2 (stereo not drawn)	86	-13	99	4	5	92	100	91
41	CCOC(=O)C1CCN(S(=O)(=O)c2ccc(C)c(C)c2)CC1	93	3	96	1	4	106	103	102
42	O=C(N/N=C/c1cc(Cl)cc([N+](=O)[O-])c1O)C(O)(c1ccccc1)c1ccccc1	108	-10	97	5	-14	108	96	113
43	CCc1ccc(NC(=O)NC(C)c2ccc3c(c2)OCO3)cc1 (stereo not drawn)	100	1	102	-1	2	103	101	102
44	CC1CCC2(CC1)NC(=O)N(CC(=O)Nc1ccccc1-c1ccccc1)C2=O (stereo not drawn)	99	9	100	0	4	109	100	105
45	CN(C)C(CNc1ncnc2sccc12)c1ccccc1 (stereo not drawn)	90	-4	83	2	5	82	86	90
46	C=CC[C@H](CC(=O)N(CCO)Cc1ccccc1)C(=O)NCCOC(=O)[C@@H](CC=C)Cc1ccc(F)cc1	108	12	108	-1	1	100	108	101
47	O=C(c1ccc(CS(=O)Cc2ccccc2Cl)o1)N1CCN(C2CCCCC2)CC1 (stereo not drawn)	105	8	103	1	-1	106	101	103
48	COCCCn1cnc2c(c1=O)c1nc3ccccc3nc1n2-c1ccc(C)cc1	92	-13	94	-3	-1	98	·	93
49	Cc1cc(-c2nnc(CCC(=O)NCc3cccc(C(F)(F)F)c3)o2)no1	99	5	97	2	-1	90	93	95
50	CCOc1ccc(C(=O)Nc2ccc(-c3cc4ccccc4oc3=O)c(C)c2)cc1[N+](=O)[O-]	91	13	99	-4	5	93	94	96
51	O=C(CCC(=O)Nc1ccccc1)NNC(=O)C(c1ccccc1)c1ccccc1	109	0	108	0	8	95	112	106
52	CC(=O)Nc1ccc(NC(=O)CCCNC(=O)c2ccc(Cl)cc2)cc1	101	6	103	1	2	91	94	106
53	COc1ccccc1CN(Cc1cc2c(C)ccc(C)c2[nH]c1=O)Cc1nnnn1Cc1ccco1	92	8	97	8	5	103	93	100
54	CCOc1ccc2nc(SCC(=O)Nc3cc(C)on3)c(C)cc2c1	97	3	103	3	4	92	89	106
55	COCc1[nH][nH]c(=O)c1C=Nc1ccc(Oc2ccccc2)cc1	100	0	97	11	9	105	100	104
56	CCOc1cc(NC(=S)NCCCN2CCOCC2)c(OCC)cc1NC(=O)c1ccccc1C	101	1	104	5	2	87	93	101
57	CCOC(=O)c1ccc(NC(=O)c2nc[nH]c2C(=O)NCCNC(=O)c2[nH]cnc2C(=O)Nc2ccc(C(=O)OCC)cc2)cc1	88	5	104	3	-2	91	92	95
58	Cc1nc(SCC(=O)NC(C)(C)C)c2c(-c3cccs3)csc2n1	100	3	101	12	-2	84	98	94
59	CC(=O)c1ccc(S(=O)(=O)N2CCN(C(=O)CSc3ccc(C)c(C)c3)CC2)cc1	100	-17	96	3	-1	111	95	100
60	COc1ccc([C@H]2CC(=O)C=C(c3cc(C=O)ccc3OC)C2)cc1OC	104	0	97	-1	7	102	105	94

In the list so far, these have a CF3 group.
entry	Compound	CIT2 TOR yeast	procasp7 counter	RPL19A-GFP yeast	AHR act	proCasp3 act	LAP4-GFP MLPCN	AGP1-GFP MLPCN	MEP2 TOR yeast
10	COc1ccc(Cn2nc(C)n(N(C)c3ncc(C(F)(F)F)cc3Cl)c2=O)cc1	91	-1	95	1	7	101	102	99
21	O=C(CCC(=O)N1CCCC1)Nc1nnc(C(F)(F)F)s1	93	4	100	3	2	97	107	101
37	CC1(C)CC(=O)C2=C(C1)OC(=O)C2(NC(=O)c1cccs1)C(F)(F)F (stereo not drawn)	111	0	100	1	6	101	102	107
49	Cc1cc(-c2nnc(CCC(=O)NCc3cccc(C(F)(F)F)c3)o2)no1	99	5	97	2	-1	90	93	95

Next part:
entry	Compound	CIT2 TOR yeast	procasp7 counter	RPL19A-GFP yeast	AHR act	proCasp3 act	LAP4-GFP MLPCN	AGP1-GFP MLPCN	MEP2 TOR yeast
61	c1ccc(COc2ccccc2CNc2nn[nH]n2)cc1	98	-5	104	1	1	103	97	109
62	O=C(c1ccc2c(c1)C(=O)N(Cc1ccco1)C2=O)N1CCOCC1	104	-4	98	1	2	101	100	88
63	Cc1ccc2oc(C(=O)Nc3nnc(C)s3)c(C)c2c1	87	14	95	12	-3	101	95	101
64	COc1ccc(Cc2noc(CN3CCNC(=O)CC3)n2)cc1OC	101	5	96	0	7	100	105	101
65	COc1cc(CN2CCN(C(O)(c3ccccc3)c3ccccc3)CC2)cc(OC)c1OC	109	·	108	·	·	100	103	108
66	CN(c1ccc(OCC(=O)Nc2ccccc2C(=O)O)cc1)S(=O)(=O)c1ccc(Cl)cc1	100	4	110	1	0	118	106	118
67	O=C(c1ccc(CSc2ccccc2)cc1)N1CCCCCC1	91	1	100	6	8	98	90	95
68	O=C(Cn1c(=O)n(CCc2c[nH]c3ccccc23)c(=O)c2cccnc21)Nc1ccccc1F	92	-2	98	0	-1	92	96	95
69	O=C1Nc2cc(C(=O)N3CCOCC3)ccc2SC1N1CCOCC1 (stereo not drawn)	104	5	102	1	-1	91	98	100
70	CCOc1cc(CNn2cnnc2)cc(Br)c1OCC(=O)NC(C)(C)C	105	-4	106	2	-2	92	101	104
71	COc1ccc(Cc2nnc(SCC(=O)NCC3CCCO3)o2)cc1 (stereo not drawn)	99	4	98	2	3	104	108	104
72	CC(=O)c1sc(NC(=O)CCN2C(=O)C3CC=CCC3C2=O)nc1-c1ccccc1 (stereo not drawn)	91	-2	88	6	-7	85	94	89
73	Cc1cccc(NC(=O)Cn2c(O)c(N=NC(=O)c3ccncc3)c3ccccc32)c1	103	-2	96	3	1	99	95	128
74	Cc1cccc(C)c1NC(=O)NNC(=O)c1cc(C(C)(C)C)nn1Cc1ccccc1	117	-4	109	-1	-11	133	125	99
75	O=Nc1c(-c2ccccc2)[nH]n(-c2ccccc2)c1=O	94	1	103	-2	-1	100	100	107
